# Source: PubChem
# M1 ag parental: counter-screen for M1 agonists: effect in parental CHO-K1 cells; actives 0.48% (n = 360,000); activation, % at 3 µM; Fluo-8 calcium fluorescence; scaled to maximal ATP response, vehicle zero; in the data active = activation above about 15%;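 also: untransfected CHO-K1 host cells lacking M1 receptor as counterscreen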
# OXTR agonist: human OXTR agonists, primary screen, fluorescence, CHO-OTR cells, Fluo-8 calcium. Fluo-8 calcium fluorescence; normalized: DMSO 0%, oxytocin 100%. activation, % at 3 µM. actives 0.32% (n = 320,000). AID 2435, 2010;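 active = activation above the mean of all tested compounds plus 3 SD, cutoff set per screening run, cut at about 20% in these data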;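 also: peak over basal fluorescence ratio from a 100 s FLIPR kinetic read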
# Target sequence (P30559 whole entry, looked up): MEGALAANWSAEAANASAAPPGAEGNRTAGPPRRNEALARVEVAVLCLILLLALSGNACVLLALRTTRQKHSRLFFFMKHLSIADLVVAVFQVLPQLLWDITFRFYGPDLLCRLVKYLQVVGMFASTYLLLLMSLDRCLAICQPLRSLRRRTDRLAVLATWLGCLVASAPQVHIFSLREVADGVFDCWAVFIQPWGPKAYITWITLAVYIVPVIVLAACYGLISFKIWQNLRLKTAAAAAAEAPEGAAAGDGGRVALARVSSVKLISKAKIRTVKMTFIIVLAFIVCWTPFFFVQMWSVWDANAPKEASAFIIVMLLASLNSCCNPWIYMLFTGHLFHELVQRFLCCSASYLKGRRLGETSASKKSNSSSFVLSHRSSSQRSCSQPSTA
# OXTR potentiator: human OXTR potentiators, primary screen, fluorescence, CHO-OTR cells, Fluo-8 calcium; Oxytocin receptor (Homo sapiens), P30559; Fluo-8 calcium fluorescence, potentiator mode; 0% = oxytocin EC15, 100% = EC100; activation, % at 3 µM; actives 0.061% (n = 320,000);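 active = activation above that plate's cutoff, the mean activation of tested compounds plus 3 SD, cut at about 6.6% in these data, passing the limit was not always enough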;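 also: 100% uses oxytocin at 75 nM as the full agonist control; some results filed as inactive read as strong as hits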
#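 assay system = CHO-OTR cells, human receptor | schedule = compound 6 min at room temperature before oxytocin, 100 s read | detection = Fluo-8 intracellular calcium fluorescence, ex 470-495, em 515-575 nm | evaluation = normalized max/min fluorescence ratio, % activation | control set = EC15 oxytocin alone as 0%, 75 nM oxytocin (EC100) as 100%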
# GPR7 antag: GPR7 receptor antagonists, primary screen, cell-based, fluorescence, single concentration. actives 1.1% (n = 290,000). Neuropeptides B/W receptor type 1 (Homo sapiens), P48145. GPR7-expressing cells, fluorescence antagonist assay. inhibition, % at 4.4 µM; in the data active = inhibition above about 16%, passing the limit was not always enough;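 also: cells stimulated with the agonist NPW; 0% = agonist with vehicle and 100% = vehicle without agonist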
# Target sequence (P48145 whole entry, looked up): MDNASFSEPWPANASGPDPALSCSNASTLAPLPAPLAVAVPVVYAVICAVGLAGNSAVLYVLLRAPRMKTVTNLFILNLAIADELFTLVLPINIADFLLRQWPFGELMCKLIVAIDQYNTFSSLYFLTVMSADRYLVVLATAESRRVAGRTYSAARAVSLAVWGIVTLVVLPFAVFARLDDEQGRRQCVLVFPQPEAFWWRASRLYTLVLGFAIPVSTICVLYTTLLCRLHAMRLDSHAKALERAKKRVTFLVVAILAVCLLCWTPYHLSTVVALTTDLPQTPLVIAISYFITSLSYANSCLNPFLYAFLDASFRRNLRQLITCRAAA
# CHO-K1 Ca antag: counter-screen for M1 antagonists: effect in parental CHO-K1 cells. ATP-induced calcium, Fluo-8 fluorescence. inhibition, % at 3 µM. actives 0.6% (n = 360,000);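 active = inhibition above a per-plate cutoff, the plate's mean sample inhibition plus 3 SD, cut at about 24% in these data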;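 also: 0% = DMSO plus EC80 ATP and 100% = DMSO alone without ATP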
# TAAR1 antag: human TAAR1 antagonists, primary screen, Fluo-8 calcium fluorescence, CHO RD-HGA16 cells. antagonist. inhibition, % at 3 µM. actives 1.5% (n = 360,000);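 active = inhibition above a per-plate cutoff, the mean inhibition of test compounds on that plate plus 3 SD, cut at about 49% in these data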;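 also: 0% = DMSO plus EC80 beta-PEA response and 100% = DMSO alone without agonist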
# Target sequence (Q96RJ0 whole entry, looked up): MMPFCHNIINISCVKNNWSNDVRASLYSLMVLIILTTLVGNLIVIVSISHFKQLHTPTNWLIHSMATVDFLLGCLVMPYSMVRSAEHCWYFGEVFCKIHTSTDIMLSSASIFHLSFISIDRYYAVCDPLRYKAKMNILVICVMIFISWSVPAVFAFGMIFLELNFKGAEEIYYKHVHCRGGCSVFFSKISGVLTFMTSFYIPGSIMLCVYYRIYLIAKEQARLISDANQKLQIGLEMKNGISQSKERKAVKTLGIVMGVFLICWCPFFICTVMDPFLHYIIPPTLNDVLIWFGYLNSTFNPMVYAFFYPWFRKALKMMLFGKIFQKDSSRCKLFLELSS
#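 System: CHO RD-HGA16 cells bearing hTAAR1. Reagent: EC80 β-phenethylamine stimulus. Schedule: seeding 17-24 h prior, 75-min 37 °C, 30-min RT dye loading. Signal: Fluo-8 intracellular calcium dye fluorescence, real-time kinetic reads. Read-out: % inhibition from peak post-agonist over basal fluorescence ratio. Benchmarks: vehicle wells and EC80 agonist wells. Replicates: n of 1.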
# CHO-K1 Ca PAM: nonselective calcium activators in parental CHO-K1 cells, primary screen, counter-screen for M1 PAM project, cell-based, Fluo-8 calcium fluorescence, full deck, 1536-well | actives 0.02% (n = 360,000) | ATP EC20; 0% at ATP EC20, 100% at ATP max | activation, % at 3 µM;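 active = activation above the run cutoff, the mean activation of all test compounds plus 3 SD, cut at about 40% in these data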;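 also: peak over basal fluorescence ratio in a 140 s read after ATP addition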
# CHO parental Ca: ATP-evoked calcium signal inhibitors, parental CHO, primary screen, counter-screen for OX1R antagonist project, cell-based, fluorescence, Fluo-8 calcium dye; parental CHO-K1, ATP-induced calcium, Fluo-8 fluorescence; inhibition, % at 5.6 µM; actives 0.63% (n = 330,000);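 active = inhibition above that plate's mean sample inhibition plus 3 SD, cut at about 26% in these data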;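 also: 0% = ATP-challenged DMSO wells and 100% = DMSO wells without ATP; some compounds past the cut are filed as inactive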
#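 Assay system: untransfected parental CHO cell line. Also added: ATP agonist challenge. Dosing: one dose, 5.6 µM nominal. Measured by: Fluo-8 fluorescence. Read-out: % inhibition. Benchmarks: ATP wells versus no-ATP DMSO wells. Repeats: no replicates.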
# V1R ag counter: agonists of human V1a receptor, primary screen, counter-screen for OXTR agonist project, fluorescence, CHO-V1R cells. Fluo-8 calcium fluorescence, agonist mode; 0% DMSO, 100% 3 nM vasopressin. activation, % at 3 µM. actives 0.25% (n = 320,000);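 active = activation above the mean activation of all tested compounds plus 3 SD, per screening run, cut at about 20% in these data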;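 also: signal is peak over basal fluorescence ratio across a 100 second FLIPR read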
# Starred values were filed as active, the others as inactive; . = not tested or not shown. The order is random. About 3.5% of those tested had a hit in this group.
SMILES,M1 ag parental,OXTR agonist,OXTR potentiator,GPR7 antag,CHO-K1 Ca antag,TAAR1 antag,CHO-K1 Ca PAM,CHO parental Ca,V1R ag counter
CC(C)(CNC(=O)c1cc2ccccc2o1)N1CCOCC1,0.5,0.4,-8,-14,-19,12,21,-10,0.6
O=C(Nc1ccc2nc3n(c(=O)c2c1)CCCCC3)c1ccccn1,2.0,-0.3,-7,-2,-11,-3,26,-6,0.5
Cc1ccc(NC(=O)CCc2c(C)nn(-c3ccc(N4CCCCC4)nn3)c2C)cc1,6.5,-0.3,-9,-20,-1,-10,-3,-27,2.8
CCOc1ccccc1Nc1nc(N)nc(CN(C)C2CCCCC2)n1,0.2,-1.4,-7,4,-3,-10,8,-21,0.5
O=C(NCc1cccc(F)c1)C1CCC(=O)N(C2CC2)C1 (stereo not drawn),-0.1,-0.1,-6,-11,2,-12,-13,8,1.8
Cc1nnc(SCC(=O)NNC(=O)c2ccc(F)cc2)n1Cc1ccccc1,1.6,1.1,-1,.,-12,10,5,-14,1.2
Cc1nnc(SCC(=O)NCCN2C(=O)CSC2=O)s1,0.1,1.3,0,-3,17,2,-8,-9,0.9
Cc1cc([N+](=O)[O-])cnc1Sc1nccn1C,-0.5,0.0,-2,-7,-3,8,19,-8,0.1
CC(=O)c1ccc(OCCCCOc2ccc(C(C)=O)cc2)cc1,0.4,1.2,-10,21,-13,-22,12,-3,2.6
Cc1cc(C)nc(N/N=C/c2c(CO)cnc(C)c2O)n1,11,-0.5,-5,-10,-3,1,0,-10,-0.4
CC(C)(C)C(=O)C(Oc1cccc2nonc12)n1cncn1 (stereo not drawn),0.1,-0.9,-1,5,-3,-29,5,-5,-0.1
O=C(Nc1cccc2c1CCCC2)c1cc([N+](=O)[O-])ccc1Cl,0.7,-2.0,-18,-1,0,5,10,-14,-1.5
CCOC(=O)N1CCC(NC(=O)Cn2cccc2C(=O)c2ccccc2C)CC1,2.7,-0.6,-11,-12,4,14,8,7,2.2
Cc1cc2c(nn1)CCc1nonc1-2,0.6,0.5,1,-13,-12,.,21,-3,0.8
O=C(c1cccs1)N(Cc1cc2ccccc2[nH]c1=O)CC1CCCO1 (stereo not drawn),1.7,0.9,-4,-13,14,-7,2,-36,0.3
CC1=C(C(N)=O)C(c2ccc(Cl)c(Cl)c2)n2ncnc2N1 (stereo not drawn),0.0,-1.2,-11,-7,-7,9,3,-16,-0.1
Cc1cccc(OCC(=O)N2CCCc3ccccc32)c1,1.1,-1.4,-2,1,-15,-14,16,8,-1.2
O=C(COc1ccccc1F)N1CCCc2ccccc21,1.8,-1.0,-12,5,-6,-11,8,-8,0.3
CN(C)C(CNC(=O)c1cccc(S(=O)(=O)N2CCc3ccccc3C2)c1)c1ccccc1 (stereo not drawn),0.9,.,.,.,11,-15,-7,.,.
Cc1ccc(Cn2nnc3c(=O)[nH]c(C4CCCN(S(=O)(=O)c5ccccc5F)C4)nc32)cc1 (stereo not drawn),0.8,0.3,4,-15,-4,-22,0,-20,0.4
Cc1noc(C)c1-c1ccc(C(=O)N2CCN(C)CC2)c2occc12,0.0,.,.,.,5,10,3,.,.
CC1(c2nnc(-c3ccccc3)o2)CC(c2ccccc2)=NO1 (stereo not drawn),-0.4,1.8,-8,.,0,13,-10,-23,2.1
C/C(=N\NS(=O)(=O)c1ccc(C)cc1)c1ccc(Br)s1,-0.1,-1.9,-3,-10,-13,10,8,-6,-0.8
Cc1nn(C)c(N)c1C(O)(c1nccn1C)C(F)(F)F (stereo not drawn),0.3,0.6,-11,-10,-7,10,16,-7,-0.2

# Ten neighbouring entries out of the list so far:
SMILES,M1 ag parental,OXTR agonist,OXTR potentiator,GPR7 antag,CHO-K1 Ca antag,TAAR1 antag,CHO-K1 Ca PAM,CHO parental Ca,V1R ag counter
O=C(c1cccs1)N(Cc1cc2ccccc2[nH]c1=O)CC1CCCO1 (stereo not drawn),1.7,0.9,-4,-13,14,-7,2,-36,0.3
CC1=C(C(N)=O)C(c2ccc(Cl)c(Cl)c2)n2ncnc2N1 (stereo not drawn),0.0,-1.2,-11,-7,-7,9,3,-16,-0.1
Cc1cccc(OCC(=O)N2CCCc3ccccc32)c1,1.1,-1.4,-2,1,-15,-14,16,8,-1.2
O=C(COc1ccccc1F)N1CCCc2ccccc21,1.8,-1.0,-12,5,-6,-11,8,-8,0.3
CN(C)C(CNC(=O)c1cccc(S(=O)(=O)N2CCc3ccccc3C2)c1)c1ccccc1 (stereo not drawn),0.9,.,.,.,11,-15,-7,.,.
Cc1ccc(Cn2nnc3c(=O)[nH]c(C4CCCN(S(=O)(=O)c5ccccc5F)C4)nc32)cc1 (stereo not drawn),0.8,0.3,4,-15,-4,-22,0,-20,0.4
Cc1noc(C)c1-c1ccc(C(=O)N2CCN(C)CC2)c2occc12,0.0,.,.,.,5,10,3,.,.
CC1(c2nnc(-c3ccccc3)o2)CC(c2ccccc2)=NO1 (stereo not drawn),-0.4,1.8,-8,.,0,13,-10,-23,2.1
C/C(=N\NS(=O)(=O)c1ccc(C)cc1)c1ccc(Br)s1,-0.1,-1.9,-3,-10,-13,10,8,-6,-0.8
Cc1nn(C)c(N)c1C(O)(c1nccn1C)C(F)(F)F (stereo not drawn),0.3,0.6,-11,-10,-7,10,16,-7,-0.2

# Additional entries follow.
SMILES,M1 ag parental,OXTR agonist,OXTR potentiator,GPR7 antag,CHO-K1 Ca antag,TAAR1 antag,CHO-K1 Ca PAM,CHO parental Ca,V1R ag counter
C=CCNC(=O)CSc1nnc(-c2ccncc2)n1CCc1ccccc1,0.2,-0.6,-13,-9,18,3,0,-3,1.0
CC1CCN(c2[nH]c(=S)c(C#N)c3c2CCCC3)CC1,0.1,-1.0,-2,-8,-15,4,-2,-5,0.0
CCCCN(CC)CCNC(=O)CCC(=O)Nc1ccc2nc(N3CCN(C)CC3)cc(C)c2c1,-0.1,0.3,3,5,-8,-28,13,2,-0.3
CC[C@@H](C)[C@@H]1CN([C@@H](CN2CCC[C@H]2CN2C(N)=NC[C@H]2C(C)C)C(C)C)C(=N)N1CCCC1CCCC1,0.1,0.7,-2,.,-3,-8,-4,-15,1.3
CCOC(=O)Cn1c(=O)n(Cc2ccc(OC)cc2)c(=O)c2cccnc21,0.9,-0.6,-1,-8,-4,-12,0,-14,-1.4
Cc1cccc(C(=O)O[C@@H]2[C@H](Cc3ccccc3)NS(=O)(=O)[C@H]3C[C@@H]4C=C[C@]23O4)c1,0.7,-0.3,-4,.,-18,-1,21,-19,0.3
O=C(c1ccccc1)N1CCN(S(=O)(=O)N2CCCCC2)CC1,0.4,0.0,-6,-2,4,-15,-7,2,1.3
Cn1c(=O)c2sccc2n(Cc2ccccc2)c1=O,3.7,1.2,4,-12,-4,2,18,-3,3.6
CCC(C)NCCC(=O)Nc1ccc(Cl)c(S(=O)(=O)Nc2ccc(Cl)cc2)c1 (stereo not drawn),1.2,1.5,-3,33*,-7,23,-2,-9,1.7
CCc1nnc(NC(=O)COc2ccc([N+](=O)[O-])cc2)s1,0.3,0.3,-12,-6,1,-4,-8,-11,1.6
C[C@@H]1CN([C@H](C)CO)C(=O)CCCn2cc(nn2)CO[C@H]1CN(C)C(=O)Nc1ccnc(N2CCOCC2)c1,0.1,.,.,.,0,0,-5,.,.
Cc1cc(C)cc(N(CC(=O)NCc2ccco2)S(=O)(=O)c2ccccc2)c1,0.9,-0.5,-6,-14,-2,-5,5,-14,0.7
COc1ccc(NC(=S)N2CCN(Cc3ccccc3)CC2)c(OC)c1,1.5,0.0,-2,-18,-5,-9,24,-6,0.7
Cc1ccc(S(=O)(=O)N(C)c2nonc2C)cc1,0.8,-1.0,3,-7,-5,6,17,-7,-1.5
O=C(N/N=C/c1cccnc1)C(O)c1ccccc1 (stereo not drawn),-0.3,0.9,-6,-8,11,12,-9,-6,0.5
CCn1cc(C(=O)O)c(=O)c2cc(F)c(N3CCN(C(=S)NC(=O)c4ccc(Br)cc4)CC3)cc21,0.7,-1.3,2,-10,-10,7,13,-5,1.1
CCN(c1ccccc1)S(=O)(=O)c1ccc(OC)c(NC(=O)CNCCc2ccccc2)c1,6.7,5.7,-6,5,7,55*,-10,14,9.1
Cc1ccc(CNC(=O)c2ccc(N3CCC4(CC3)CC(c3ccccc3)=NO4)c(NC(=O)c3ccccc3)c2)cc1,-0.5,-0.7,-13,.,4,13,4,-24,0.1
CN(/N=C/c1c[nH]c2ccccc12)c1cnn(-c2ccc(F)c(Cl)c2)c(=O)c1Cl,0.5,-0.6,-6,-3,-10,-9,-1,0,-0.4
CN(C)C(/C=C/Nc1ccc(Br)cc1)=C(C#N)C#N,0.5,1.1,-6,-15,-6,-9,17,-1,0.5
Cc1cc(C)cc(OCC(=O)NC(C)c2ccccc2)c1 (stereo not drawn),-0.1,-2.2,-17,-4,-7,-9,6,-19,-1.1
CNc1cncc(C(=O)O)c1,0.1,1.7,-2,-4,-13,-21,17,2,1.2
COC(=O)c1ccc(Cn2nnc3c(=O)[nH]c(C4CCCN(S(=O)(=O)c5ccc(C)cc5)C4)nc32)cc1 (stereo not drawn),0.4,0.2,-8,-6,-11,-4,5,3,-0.1
Cc1ccc(NC(=O)COC(=O)c2ccc(F)cc2Cl)c(Br)c1,-0.5,-1.2,1,-11,-3,-17,-11,-12,-1.0
CCN1CC2=C(OC(N)=C(C#N)C2c2cccs2)/C(=C/c2cccs2)C1 (stereo not drawn),2.9,-0.4,-19,-9,4,34,13,-30,0.4
Cc1cc(NC(=O)COC(=O)C(C)Oc2ccc(Cl)cc2Cl)no1 (stereo not drawn),1.1,-0.1,-8,11,-17,-1,12,-22,1.0
Cc1cc(C)cc(NS(=O)(=O)c2csc(C(N)=O)c2)c1,2.8,1.6,-10,-2,-2,-9,-15,-14,1.9
Nc1nonc1-n1nnc(C(=O)N/N=C/c2cccc(Cl)c2)c1CSc1ccc(Cl)cc1,0.0,-0.2,-22,-7,19,4,-17,-6,0.6
